Screening results as filed in PubChem.
HSP90 inh = HSP90 inhibitors, primary screen, cell lysate, luminescence; Heat shock protein HSP 90 (rabbit reticulocyte lysate; luciferase refolding); Rabbit reticulocyte lysate, luciferase refolding luminescence, 3 h; inhibition, % at 5.6 µM; 290,000 tested, 0.91% active;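 active = inhibition above the screen-wide mean plus 3 SD, computed separately per campaign, cut at about 16% in these data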;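 note: 0% = DMSO wells and 100% = 60 µM geldanamycin wells; inhibitors lower the luminescence because luciferase stays unfolded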
HSF1 inh = HSF1 inhibitors in luciferase reporter cells, primary screen, cell-based, NIH3T3, luminescence; NIH3T3-HGL HSE-luciferase, MG132-induced, luminescence 8 h; stronger effect = lower value; activity change, negative = inhibition, % at 7.5 µM (by protocol); 300,000 tested, 0.77% active;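 active = more than half of replicate wells show activity change below -50%, luminescence cut by over half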;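 note: luciferase reports HSF-1 transcriptional activity via heat shock element; 0% = median of DMSO wells and -100% = zero luminescence signal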
HIF activator = HIF pathway transcriptional activators, primary screen, cell-based, U2OS HRE-luciferase, luminescence; U2OS HRE-luciferase reporter; normalized: DMSO 0%, desferrioxamine 100%; activation, % at 7.5 µM (by protocol); 300,000 tested, 0.32% active; AID 1910, 2009;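 active = mean activation of at least 10% of the iron chelator positive control signal, with at least half of replicates also reaching 10%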
GSK3beta inhib = human GSK3beta kinase inhibitors, primary screen, biochemical, cell-free homogeneous, HTS. Glycogen synthase kinase-3 beta (Homo sapiens), P49841. GST-GSK3beta kinase, ADP-Glo luminescence, 60 min; stronger effect = lower value. activity score (negative = inhibition), % at 10 µM. 300,000 tested, 0.038% active. AID 2097, 2009;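 active = more than half of replicate wells score below -50%, meaning over 50% inhibition versus plate controls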;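 note: 0% = median DMSO wells and -100% = median GW8510 positive control wells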
Target sequence (P49841 whole entry, looked up): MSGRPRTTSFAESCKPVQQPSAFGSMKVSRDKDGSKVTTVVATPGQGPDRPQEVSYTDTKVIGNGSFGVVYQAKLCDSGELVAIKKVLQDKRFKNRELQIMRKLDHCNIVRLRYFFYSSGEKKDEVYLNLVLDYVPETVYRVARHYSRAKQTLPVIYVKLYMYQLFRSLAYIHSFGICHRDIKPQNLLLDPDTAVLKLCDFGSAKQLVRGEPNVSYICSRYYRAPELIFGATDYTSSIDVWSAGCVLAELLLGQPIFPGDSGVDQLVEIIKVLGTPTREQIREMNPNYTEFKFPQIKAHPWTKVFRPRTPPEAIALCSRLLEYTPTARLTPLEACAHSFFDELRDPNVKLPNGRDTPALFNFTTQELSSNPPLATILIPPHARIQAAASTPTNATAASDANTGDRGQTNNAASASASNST
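Test system – GST-tagged human GSK3beta kinase, cell-free · Incubation – 60 min enzyme reaction, room temperature · Signal – ADP-Glo luminescence · Also added – peptide substrate and ATP at 25 µM · Controls – DMSO neutral wells and GW8510 at 20 µM as positive · Buffer or medium – Tris/MgCl2 kinase buffer · Measure – Luminescence-derived activity versus plate DMSO and GW8510 wells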
GSK3 alpha inh = blockers of GSK3A enzyme activity – biochemical, luminescence, cell-free homogeneous, HTS, primary screen; GSK-3 alpha kinase, ADP-Glo luminescence, 60 min; 320,000 tested, 0.1% active; inhibition, % at 10 µM;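 in the data active = inhibition above about 50%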;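 note: GST-tagged GSK-3 alpha with peptide substrate and 25 µM ATP; 0% = DMSO neutral wells and 100% = GW8510 positive control wells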
Target sequence (P49840 whole entry, looked up): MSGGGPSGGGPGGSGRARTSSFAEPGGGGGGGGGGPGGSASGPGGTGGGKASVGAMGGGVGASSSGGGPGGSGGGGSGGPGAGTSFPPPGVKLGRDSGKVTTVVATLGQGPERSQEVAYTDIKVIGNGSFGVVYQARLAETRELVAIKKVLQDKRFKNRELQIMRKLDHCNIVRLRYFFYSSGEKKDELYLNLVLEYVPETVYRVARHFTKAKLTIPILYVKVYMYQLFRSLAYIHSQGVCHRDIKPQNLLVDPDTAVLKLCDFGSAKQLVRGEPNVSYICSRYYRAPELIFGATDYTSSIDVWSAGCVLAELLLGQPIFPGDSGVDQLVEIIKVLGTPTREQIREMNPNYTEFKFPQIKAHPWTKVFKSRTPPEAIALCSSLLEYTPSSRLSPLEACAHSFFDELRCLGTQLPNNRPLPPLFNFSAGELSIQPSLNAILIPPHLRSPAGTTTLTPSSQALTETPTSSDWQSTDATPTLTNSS
aSyn 5UTR inh = MLPCN primary screen, SNCA 5' untranslated region | 300,000 tested, 0.82% active | alpha-synuclein 5'UTR reporter, inhibitor activity | AID 1813, 2009 | inhibition, % (tested at 7.5 µM); in the data active = inhibition above about 60%;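 note: H4 neuroglioblastoma cells stably carrying SNCA 5'UTR luciferase fusion; 0% = DMSO wells and 100% = positive control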
KLF5 inhibitor = KLF5 expression inhibitors, primary screen, DLD-1 cells, luminescence | DLD-1 KLF5 promoter-luciferase reporter | 290,000 tested, 0.23% active | AID 1700, 2009 | inhibition, % at 5 µM;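 active = inhibition above a per-plate limit of that plate's mean compound inhibition plus 3 SD, cut at about 60% in these data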;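 note: 0% = DMSO wells and 100% = LY294002 at 200 µM; higher means less KLF5 promoter-driven luciferase light; inactives centre near -14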
IEC-6 cytotox = cytotoxicity in IEC-6 intestinal epithelial cells, primary screen, cytotoxicity control for KLF5 inhibitor project, cell-based, luminescence; IEC-6 cytotoxicity, luminescence viability; inhibition, % at 5 µM; 290,000 tested, 0.78% active; in the data active = inhibition above about 22%;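 note: 0% = plate median of test compound wells and 100% = cytotoxic reference compound wells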
AI-2 QS mod = Vibrio harveyi AI-2 quorum sensing modulators, primary screen, JMH597 strain, luminescence/OD600 ratio | Vibrio harveyi JMH597 AI-2 luminescence/OD600 ratio, 9 h; stronger effect = lower value; strain lacks LuxN and CqsS sensors; 0 = neutral-control median | activity change, % at 7.5 µM | 300,000 tested, 0.4% active; in the data active = activity change below about -75%, passing the limit was not always enough;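 note: luminescence divided by OD600 gain over 9 h not by final OD600 alone; inactives centre near 13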
HSF1 activator = HSF-1 activators, primary screen, NIH3T3-HGL cells, MG132 stress, luminescence, single point. NIH3T3-HGL HSF-1 luciferase reporter, 8 h; 100% = twice DMSO control signal. activation, % at 9 µM. 300,000 tested, 1.7% active. AID 504408, 2011;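 active = mean replicate activation of at least 50% with a set share of replicates each reaching 50%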;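 note: 0% = median of the neutral control wells and 100% = twice that signal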
Starred values were filed as active, the others as inactive; x = not tested or not shown; & = joins results of further samples.

Fields: HSP90 inh | HSF1 inh | HIF activator | GSK3beta inhib | GSK3 alpha inh | aSyn 5UTR inh | KLF5 inhibitor | IEC-6 cytotox | AI-2 QS mod | HSF1 activator
COC(=O)c1ccc(NC(=O)COC(=O)c2nc3nccc(C)n3n2)cc1
 : 2 | -6 | -0.2 | 1 | -1 | -12 | -11 | -3 | 3 | -15
CC(=O)c1nc2ccccc2n1Cc1ccccc1
 : 2 | 8 | 1.1 | 2 | 1 | 3 | -4 | 2 | 14 | 9
Cn1nccc1C(=O)NC1CC(C)(C)Cc2c1cnn2-c1ccc(F)cc1 (stereo not drawn)
 : -2 | 4 | 0.1 | 2 | -1 | 0 | -21 | -1 | 22 | -8
Cc1ccc(/C=N/NC(=O)c2csc3c2CCCC3)cc1
 : -1 | 7 | 4.8 | 2 | -1 | -24 | -75 | 1 | 31 | 13
COc1ccccc1CNC(=O)C(CCSC)NS(=O)(=O)c1ccc2c(c1)oc(=O)n2C (stereo not drawn)
 : -1 | 7 | 0.1 | -2 | 0 | -11 | -52 | -10 | 12 | -3
N#Cc1c(-c2ccccc2)nc(SCC(=O)N2c3ccccc3Sc3ccccc32)[nH]c1=O
 : -1 | 3 | 0.0 | 6 | -1 | -13 | -8 | -2 | 45 | 11
c1ccc(-c2nccc3ccccc23)cc1
 : x | -6 | -0.1 | -1 | -2 | -5 | x | x | 18 | 12
CCSC(SCC)[C@H](O)[C@@H](O)[C@H](O)[C@H](O)CO
 : 4 | -2 | 0.0 | 2 | -4 | 13 | 4 | 6 | 25 | -9
COc1cc(/C=C/c2ccc3c([N+](=O)[O-])cccc3n2)ccc1OCC(=O)O
 : 3 | 3 | -0.2 | -6 | 0 | -10 | -14 | -1 | 16 | 3
Cc1ccc(N/N=C(\C#N)C(=N)N2CCOCC2)cc1
 : -5 | 7 | 1.7 | 1 | 1 | -141 | -52 | 3 | 5 | 0
O=C(NN1CC(C(=O)OCc2ccc(Br)cc2)CC1=O)c1ccccc1 (stereo not drawn)
 : 0 | -1 | 0.0 | 1 | 5 | 6 | -5 | -4 | 8 | -2
C=CCNC(=O)COCc1cc(-c2ccc3c(c2)OCO3)on1
 : -2 | -4 | 1.4 | -1 | 3 | -36 | -27 | 0 | 20 | 3
CCOC(=O)Nc1ccc2c(c1)N(C(=O)CCN(CC)CC)c1ccccc1CC2
 : 26* | -4 | -0.7 | -3 | 0 | 6 | -21 | 5 | -8 | -9
CC(CNc1nc2ccccc2n2cnnc12)c1ccccc1 (stereo not drawn)
 : 4 | 13 | -5.8 | -3 | -4 | 4 | 0 | -3 | 12 | 16
Cc1c(C(C)(C(=O)O)c2c(C)n(C)c3ccccc23)c2ccccc2n1C
 : 0 | 1 | -3.4 | 3 | -1 | 8 | -14 | 0 | 12 | 9
O=C(CN1CCCC1)Nc1ccc(Br)cc1[N+](=O)[O-]
 : -8 | 0 | -1.3 | -1 | -2 | -47 | -58 | -6 | 6 | -7
CNCc1c(OCc2ccc(F)cc2)ccc2ccccc12
 : -2 | 2 | -0.3 | -2 | 1 | 23 | -6 | -2 | 12 | -10
COc1cc(N=c2ssnc2Cl)c(OC)cc1Cl
 : -2 | -2 | -0.5 | 1 | -1&-2 | -12 | -2 | -11 | 18 | 8
COc1ccc(NC(=O)c2ccco2)cc1NC(=O)c1ccc(C#N)cc1F
 : -1 | 4 | 0.3 | -1 | -3 | -1 | -23 | 8 | 9 | 15
CCOc1ccc(NC(=O)CC2C(=O)N(c3ccc(OC)cc3)C(=O)N2CCc2ccc(OC)c(OC)c2)cc1 (stereo not drawn)
 : 0 | -2 | -0.2 | -2 | -1 | 20 | -6 | -7 | 13 | -2
Clc1c2c(nc3ccccc13)CCC2
 : 11 | -5 | 1.7 | 1 | 1 | -13 | -29 | 6 | 2 | -1
CCNc1nc(NCC)n2c(SCC(=O)Nc3ccc(C(F)(F)F)cc3[N+](=O)[O-])nnc2n1
 : -3 | 31 | 0.2 | 6 | 0 | 12 | -22 | -12 | 22 | 70*
O=C(Nc1ccc(Cl)cc1)OCc1cn(-c2ccc(Cl)cc2)nn1
 : -1 | 5 | 0.6 | 4 | -2 | -21 | -9 | -4 | 22 | 12
CC(C)c1nc(=S)c2ccccc2[nH]1
 : -1 | 3 | -0.3 | -4 | 6 | -13 | -20 | 1 | 7 | 9
CCOc1ccc(N(Cc2nnc3n2CCCCC3)C(=O)Nc2cccc(C)c2)cc1
 : -3 | x | x | 2 | -4 | 15 | -5 | 1 | 18 | x
CSCCC(NC(=O)C12CC3CC(CC(C3)C1)C2)C(=O)OCC(=O)c1ccc(C)cc1 (stereo not drawn)
 : 4 | 5 | 0.2 | -21 | -3 | 14 | -11 | -6 | 13 | -1
COc1ccccc1Cn1c(CCCO)nc2ccccc21
 : -1 | -4 | -0.4 | 2 | 0 | 22 | -18 | 3 | 30 | 14
Cc1ccc(S(=O)(=O)N(C)CC(=O)N2CCC(C(N)=O)CC2)cc1
 : 5 | -1 | 0.0 | 7 | x | 5 | 4 | 2 | -3 | 8
O=C(NCc1nc2ccccc2[nH]1)C1=C[C@@H](c2ccc3c(c2)OCO3)C[C@@H](OCc2ccc(CO)cc2)O1
 : x | -44 | -0.8 | 2 | x | 25 | x | x | 20 | -58
Cc1ccc(NC(=O)CCSc2nc(C)cc(C)n2)cc1
 : -1 | -5 | -0.5 | 2 | -1 | -17 | -39 | -5 | 43 | 13
COC(=O)c1ccc(C(=O)OC)c(NC(=O)CCS(=O)(=O)Cc2ccccc2)c1
 : -5 | -9 | 0.1 | 2 | -1 | -3 | -33 | -3 | 19 | 10
C=CCn1c(-c2sc(-c3ccccc3)nc2C)n[nH]c1=S
 : 2 | -2 | 0.3 | -1 | 4 | -2 | 5 | -4 | 20 | -5
CN(CC(=O)Nc1ccc(F)c(F)c1F)C(=O)C1CCCO1 (stereo not drawn)
 : x | 1 | -2.0 | -2 | -1 | -8 | x | x | 16 | 8
Cc1cccc(C)c1NC(=O)C(=O)NCC1CCCN1S(=O)(=O)c1ccccc1 (stereo not drawn)
 : x | -4 | -0.1 | -1 | 0 | 3 | x | x | 22 | -1
Cc1c(C)n(C(=O)CN2CCN(c3ccccn3)CC2)c2ccccc12
 : -2 | -3 | -0.1 | 0 | -2 | 15 | -8 | 0 | 41 | 6
COc1ccccc1CNC(=O)C1CCC(CNS(=O)(=O)c2ccc(F)cc2)CC1 (stereo not drawn)
 : -1 | -1 | -0.3 | -1 | -2 | 15 | -26 | 8 | 0 | -4
COc1ccc(CCNC(=O)c2oc3ccc(OC)cc3c2C)cc1
 : -4 | -5 | 0.8 | 2 | -5 | -26 | -17 | 0 | -1 | -25
CCC(C(=O)NCc1ccccc1OC)c1ccccc1 (stereo not drawn)
 : 0 | x | 0.9 | -1 | -2 | 15 | -1 | 0 | 19 | x
CCCN(CCC)CCCNC(=O)C1c2cc(OC)c(OC)cc2C(=O)N(C)C1c1cccs1 (stereo not drawn)
 : -1 | 1 | 0.1 | -4 | -1 | 5 | -25 | -6 | 0 | 8
Cc1ccc(C)n1-c1ccc(C(=O)NC2CCN(Cc3ccccc3)CC2)cc1
 : -1 | -8 | -0.1 | 0 | -2 | -21 | -19 | -6 | 26 | 4
Cc1ccc(Cn2c(C(C)Nc3nc(-c4ccc(C)cc4)cs3)nc3cc(Cl)c(Cl)cc32)cc1 (stereo not drawn)
 : -1 | 1 | 0.9 | -1 | -3 | -4 | -18 | -9 | 0 | -3
O=C(NCCc1ccc(Cl)cc1)C1CCC(=O)N1C1CCCC1 (stereo not drawn)
 : 0 | x | 0.1 | -5 | -3 | 26 | -49 | -1 | 11 | x
COc1ccc(S(=O)(=O)N2CCN(C(=O)c3cc(C)oc3C)CC2)cc1
 : 0 | -5 | -0.3 | 1 | -1 | -1 | 7 | 0 | 7 | -7
Cc1cccc(COc2ccccc2C(=O)OCC(=O)N(C)c2c(N)n(Cc3ccccc3)c(=O)[nH]c2=O)c1
 : 6 | -1 | -1.1 | 2 | 3 | 5 | -2 | 5 | -1 | -16
Clc1ccc(-c2nnc(-c3ccc(Br)cc3)c(N3CCSCC3)n2)cc1
 : 1 | 4 | 0.7 | 2 | 0 | -16 | 5 | -2 | 3 | 23
CC1CCCCN1C(=O)Cn1c(=O)n(C2CCCCC2)c(=O)c2ccccc21 (stereo not drawn)
 : -2 | -1 | -0.4 | 2 | 0 | 4 | -6 | 0 | 2 | -3
CCOC(=O)C(=CNc1ccc(C(F)(F)F)cc1Cl)C(=O)OCC
 : 0 | -12 | 0.9 | 3 | -3 | -97 | -5 | -3 | 8 | 4
N#Cc1cccc(CSc2nnc(CCCO)n2-c2ccccc2)c1
 : 3 | 8 | -0.3 | 2 | 1 | 8 | -20 | 4 | -3 | 26
Cc1ccc(-c2nc3ncccc3o2)cc1NC(=O)CC(C)C
 : -1 | -8 | 0.0 | 0 | -2 | 2 | -34 | -1 | 27 | -6
O=C(NCCc1ccc(O)cc1)c1ccc(Cl)cc1
 : 3 | 16 | 3.0 | 2 | x | -121 | -162 | -1 | 21 | 27

(continued)
Fields: HSP90 inh | HSF1 inh | HIF activator | GSK3beta inhib | GSK3 alpha inh | aSyn 5UTR inh | KLF5 inhibitor | IEC-6 cytotox | AI-2 QS mod | HSF1 activator
CCN(CC)C(=O)COc1ccc(/C(C)=N/NC(=O)c2ccccc2Br)cc1
 : -2 | -2 | 0.8 | 1 | -1 | -8 | -34 | 6 | 17 | 14
CCN1C(=O)[C@H]2[C@@H](c3ccc(-c4ccc5c(c4)OCO5)c(OC)c3)N[C@@](CC(C)C)(C(=O)OC)[C@H]2C1=O
 : x | 5 | -0.8 | -5 | -4 | 39 | x | x | 47 | 2
CCOC(=O)C(Sc1nn(C)c(=S)s1)C(C)=O (stereo not drawn)
 : -1 | -4 | 0.2 | -1 | -2 | 0 | -26 | -4 | 0 | 2
COc1ccc(OC)c(/C=C/C(=O)Nc2ccc3c(c2)CCC3)c1
 : -7 | 5 | 0.0 | -2 | 0 | -39 | -23 | -4 | 8 | 6

Entries above printed as active in HSF1 activator.
smiles	HSP90 inh	HSF1 inh	GSK3beta inhib	GSK3 alpha inh	aSyn 5UTR inh	KLF5 inhibitor	AI-2 QS mod	HSF1 activator
CCNc1nc(NCC)n2c(SCC(=O)Nc3ccc(C(F)(F)F)cc3[N+](=O)[O-])nnc2n1	-3	31	6	0	12	-22	22	70*
